CXCR6 block: blocks human CXCR6 beta-arrestin recruitment; O00574; AID 602244; 360,000 tested, 0.36% active; inhibition, % at 20 µM; CHO-K1 PathHunter CXCR6 beta-arrestin, luminescence; in the data active means inhibition above about 34%, passing the limit was not always enough;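 further: antagonist mode with CXCL16 agonist at 10 nM final; 0% = 10 nM CXCL16 with DMSO and 100% = unstimulated wells without agonist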
Target sequence (O00574 whole entry, looked up): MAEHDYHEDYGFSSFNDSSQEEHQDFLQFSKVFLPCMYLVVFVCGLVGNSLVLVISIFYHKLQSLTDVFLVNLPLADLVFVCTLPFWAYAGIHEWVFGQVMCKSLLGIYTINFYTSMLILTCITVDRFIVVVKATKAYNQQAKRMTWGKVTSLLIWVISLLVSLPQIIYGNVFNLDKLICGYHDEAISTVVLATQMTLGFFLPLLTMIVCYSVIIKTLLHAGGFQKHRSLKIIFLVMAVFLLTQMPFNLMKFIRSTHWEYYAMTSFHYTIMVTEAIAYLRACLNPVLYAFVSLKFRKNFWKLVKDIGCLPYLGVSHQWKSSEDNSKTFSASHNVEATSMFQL
Mdm2-MdmX inh: disrupts the human Mdm2-MdmX interaction; SaOS-2 split-luciferase Mdm2/MdmX complementation, luminescence; inhibition, % at 8 µM; 330,000 tested, 3% active; AID 485346;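 active means inhibition of at least 50% at 8 µM in the primary screen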
CHOP UPR activ: activators of apoptotic arm of unfolded protein response (CHOP); CHO-CHOP luciferase reporter, UPR activation, luminescence; percent of tunicamycin response over DMSO baseline; activation, % at 10 µM; 330,000 tested, 0.34% active; AID 449763;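 active means at 10 µM dose, activation of 40% or more, normalized to positive control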;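 further: 100% = tunicamycin at 10 µg/mL and 0% = DMSO alone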
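assay system = CHO CHOP reporter cells | amount = 500 CHO-CHOP cells per well | buffer or medium = F12 with 10% FBS | incubation = 16-18 h cell attachment, then 6 h compound exposure, 37 °C | detection = luminescence read with Steady-Glo | read-out = percent activation relative to tunicamycin control | controls = tunicamycin high control, DMSO low control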
Jurkat NFkB inh: lowers PMA/ionomycin-induced NF-kB signal in Jurkat cells. inhibition, % at 4 µM. PMA/ionomycin-induced NF-kB luciferase reporter, luminescence. 330,000 tested, 0.53% active. AID 435003; in the data active means inhibition above about 50%
CCR6 antag: blocks CCL20-driven beta-arrestin recruitment at human CCR6; P51684; CHO-K1 CCR6 PathHunter beta-arrestin, luminescence, CCL20-stimulated; inhibition, % at 20 µM; 340,000 tested, 0.49% active; AID 493098;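 active means compounds whose inhibition of the agonist-driven luminescence signal at 20 µM reaches about 50%, limit read from the data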;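 further: cells stimulated with CCL20 at 14 nM final; plate controls were DMSO with CCL20 for no effect and DMSO without agonist for full effect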
Target sequence (P51684 whole entry, looked up): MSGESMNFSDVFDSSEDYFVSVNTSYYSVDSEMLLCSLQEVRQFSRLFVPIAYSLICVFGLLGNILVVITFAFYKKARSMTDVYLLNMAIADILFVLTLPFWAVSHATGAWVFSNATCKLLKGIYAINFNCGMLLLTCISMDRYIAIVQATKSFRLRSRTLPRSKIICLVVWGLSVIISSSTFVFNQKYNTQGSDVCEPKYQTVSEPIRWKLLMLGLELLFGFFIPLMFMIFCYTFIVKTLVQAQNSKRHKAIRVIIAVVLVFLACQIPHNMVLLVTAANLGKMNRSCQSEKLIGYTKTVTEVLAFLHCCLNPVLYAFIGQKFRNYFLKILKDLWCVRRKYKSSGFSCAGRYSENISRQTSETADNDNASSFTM
697 NFkB inh: inhibitors of the PMA/ionomycin-induced NF-kB reporter in 697 B cells | inhibition, % at 4 µM | 697 B-cell NF-kB luciferase reporter, 16 h | 330,000 tested, 0.33% active; in the data active means inhibition above about 35%
Gli-Sufu antag: Gli-Sufu pathway antagonism; inhibition, % at 5 µM; Sufu-KO-LIGHT fibroblasts, Gli luciferase reporter luminescence; 340,000 tested, 0.74% active;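 active means inhibition above about 55%, limit read from the data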;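 further: 0% = DMSO-treated cells and 100% = wells with medium but no cells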
EBI2 block: antagonists of human EBI2 receptor; EBI2 beta-arrestin recruitment, luminescence, 7a,25-OHC stimulated; inhibition, % at 5 µM; 360,000 tested, 0.81% active; P32249; in the data active means inhibition above about 38%;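 further: enzyme fragment complementation signal reports receptor beta-arrestin coupling in cells; 0% = agonist plus DMSO wells and 100% = wells without agonist; some results beyond the cut were filed as inactive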
Target sequence (P32249 whole entry, looked up, the tested form may be a part): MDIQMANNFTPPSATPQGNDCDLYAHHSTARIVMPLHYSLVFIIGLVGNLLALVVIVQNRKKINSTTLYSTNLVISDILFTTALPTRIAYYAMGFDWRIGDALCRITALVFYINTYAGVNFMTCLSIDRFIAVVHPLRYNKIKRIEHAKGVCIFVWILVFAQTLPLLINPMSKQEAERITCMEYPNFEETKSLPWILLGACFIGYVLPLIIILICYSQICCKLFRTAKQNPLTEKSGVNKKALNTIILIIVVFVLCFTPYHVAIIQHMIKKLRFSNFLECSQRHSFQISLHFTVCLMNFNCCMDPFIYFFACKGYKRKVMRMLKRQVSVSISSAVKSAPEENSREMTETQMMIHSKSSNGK
UPR XBP1 act: activators of adaptive arm of unfolded protein response (XBP1) | 330,000 tested, 0.33% active | activation, % at 20 µM | CHO-XBP1 luciferase reporter, IRE1-XBP1 UPR activation, luminescence; percent of tunicamycin response, DMSO as zero;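 active means versus positive control, 20 µM dose yields 30% or more activation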;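 further: 100% = tunicamycin at 10 µg/mL and 0% = DMSO only wells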
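Material: CHO-XBP1 cells stably carrying IRE1-XBP1-driven luciferase reporter | Medium: F12 with 10% serum | Compound dosing: 20 µM single concentration, DMSO 1% | Incubation: Overnight seeding at 37 °C, 6 h compound treatment at 37 °C | Detection: Steady-Glo luminescence read | Read-out basis: % activation of reporter signal versus tunicamycin and DMSO controls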
The depositor's hits bear a star; nt = not tested or not shown.

SMILES	CXCR6 block	Mdm2-MdmX inh	CHOP UPR activ	Jurkat NFkB inh	CCR6 antag	697 NFkB inh	Gli-Sufu antag	EBI2 block	UPR XBP1 act
CSc1nc(N)nc(SCC(=O)Nc2cccc(F)c2)c1C#N	-21	nt	nt	nt	33	nt	37	2	nt
CCn1nnc2sc3c(c2c1=O)CCC(C)C3 (stereo unspecified)	6	-48	3.8	-20	-4	-23	-24	2	5
C/C(=N\NC(=O)C1CC1)c1ccc(Cl)cc1	4	9	-0.5	-18	13	10	-10	-15	0
O=C(COc1ccccc1[N+](=O)[O-])Nc1cc(Cl)ccc1C(=O)O	-1	12	-0.5	0	12	18	2	7	1
COc1ccc(N2CCN(C(=O)COC(=O)CNC(=O)c3ccc(C)cc3)CC2)cc1	4	1	1.0	-8	8	6	-3	-9	-2
CCCCCCCNC(=O)C1(CC2CC(c3cccc(Br)c3)=NO2)CCN(C(=O)c2cc(OCC)c(OCC)c(OCC)c2)CC1 (stereo unspecified)	7	18	2.6	15	26	0	5	8	-4
Cn1c(=O)c2c(nc(NCCCN3CCOCC3)n2Cc2cccc(Cl)c2)n(C)c1=O	3	-7	-0.6	6	1	-68	4	1	2
Cc1cccc(C)c1NC(=O)CNC(=O)Cc1c[nH]c2ccccc12	-5	3	0.1	-12	12	11	-1	1	1
Cc1cccc(C)c1NC(=O)Cn1nnnc1N	-4	-17	2.3	-7	4	-4	5	1	-2
Cc1cccc(N2CCN(CC(O)COc3ccc4ccccc4c3)CC2)c1 (stereo unspecified)	-8	nt	nt	nt	6	nt	8	26	nt
C=CCOc1ccc(/C=C/C(=O)OCC(=O)NCC(=O)Nc2c(C)cc(C)cc2C)cc1	2	7	2.6	7	7	2	-5	-5	-2
Cc1cc(Cl)ccc1NC(=S)NCc1ccccc1Cl	7	19	-1.8	3	-8	9	2	-8	0
C/C(CC(=O)NCc1ccco1)=N\NC(=O)Cc1ccc(Cl)cc1	-7	-2	-3.0	10	4	15	-4	3	2
CC(C)c1ccc(OCC(=O)NCc2ccccc2)cc1	-1	3	3.8	-14	17	-6	31	16	-3
O=C(NCCN1CCCOC1=O)C(=O)NCCN1CCCOC1=O	1	16	-1.5	-16	0	5	0	-4	-2
CCN(CC)C(=O)CSc1nnc2nnc3cc(Cl)ccc3n12	-16	-8	0.3	10	-20	2	4	2	0
O=C(O)COc1cccc2ccccc12	-11	-13	-1.0	0	-6	12	8	-5	-1
COc1ccc(S(=O)(=O)NC2(C(F)(F)F)N=C3SCCN3C2=O)cc1 (stereo unspecified)	8	-35	-0.7	-4	17	16	-8	-6	0
Cc1cc2ncc(-c3ccc(Cl)cc3)c(N)n2n1	3	-2	5.1	-63	10	-63	-31	1	2
COc1ccc(S(=O)(=O)N(C)C)cc1NC(=O)CN1C(=O)NC2(CCCC2)C1=O	-2	11	2.0	-8	10	-16	-3	-3	-2
CCc1ccc(OCc2n[nH]c(=S)n2Cc2ccccc2)cc1	6	-39	0.2	-7	5	-21	-17	-3	-1
O=C(O)C1CCN(C(=O)c2cccc3ccccc23)CC1	-2	23	-0.8	-9	9	-6	-12	3	-3
Cn1c(NC(=O)c2ccccc2Br)cc(=O)n(C)c1=O	-4	14	2.3	1	-10	4	-7	-3	-2
C=CCOc1ccc(-c2nc3c(c(=O)[nH]c(=O)n3CCC)n2CCCC)cc1	-12	29	0.0	-8	14	4	32	9	-3
C#CCOCCOCCOCCNc1nc(N2CCN(C(=O)Cn3cc(CCO)nn3)CC2)nc(N2CCN(C(=O)Cn3cc(CCCN=C(N)N)nn3)CC2)n1	3	nt	nt	nt	13	nt	-7	-7	nt

Whole records, quoted from the list:
Shown for C/C(=N\NC(=O)C1CC1)c1ccc(Cl)cc1 : CXCR6 block: 4; Mdm2-MdmX inh: 9; CHOP UPR activ: -0.5; Jurkat NFkB inh: -18; CCR6 antag: 13; 697 NFkB inh: 10; Gli-Sufu antag: -10; EBI2 block: -15; UPR XBP1 act: 0
Shown for CSc1nc(N)nc(SCC(=O)Nc2cccc(F)c2)c1C#N : CXCR6 block: -21; Mdm2-MdmX inh: nt; CHOP UPR activ: nt; Jurkat NFkB inh: nt; CCR6 antag: 33; 697 NFkB inh: nt; Gli-Sufu antag: 37; EBI2 block: 2; UPR XBP1 act: nt
Shown for C=CCOc1ccc(-c2nc3c(c(=O)[nH]c(=O)n3CCC)n2CCCC)cc1 : CXCR6 block: -12; Mdm2-MdmX inh: 29; CHOP UPR activ: 0.0; Jurkat NFkB inh: -8; CCR6 antag: 14; 697 NFkB inh: 4; Gli-Sufu antag: 32; EBI2 block: 9; UPR XBP1 act: -3

Other entries.
SMILES	CXCR6 block	Mdm2-MdmX inh	CHOP UPR activ	Jurkat NFkB inh	CCR6 antag	697 NFkB inh	Gli-Sufu antag	EBI2 block	UPR XBP1 act
CC1=NN(C(=O)COc2ccc(C)c(C)c2)C(O)(c2ccccc2)C1 (stereo unspecified)	-3	12	-0.2	-13	7	4	17	2	0
COc1cccc(-c2cc(C(=O)N3CCN(S(=O)(=O)c4ccc(Br)cc4)CC3)[nH]n2)c1	-4	13	1.1	14	14	1	44	57*	-6
CCOC(=O)c1c(C)c[nH]c1C	2	25	-1.2	7	2	16	25	0	-1
Cc1ccc(CNS(=O)(=O)NCc2ccccc2F)cc1	-1	-1	-0.2	1	11	11	-2	-1	1
Cc1ccc(C)c(-n2c(-c3csc(C)c3)n[nH]c2=S)c1	5	-6	-1.3	10	22	5	3	-5	0
CC(C)COP(=O)(c1ccc(N(C)C)cc1)C(Nc1ccccc1)c1ccccc1 (stereo unspecified)	15	25	-0.3	4	15	11	7	16	-4
Cc1ccc2nc3c(cc(C(=O)NCC4CCCO4)c(=N)n3C3CCCC3)c(=O)n2c1 (stereo unspecified)	4	0	-0.6	3	10	0	6	-5	3
O=S1(=O)N[C@H](c2ccccc2)C[C@H](c2ccc(C(F)(F)F)cc2)O1	-5	-12	0.8	-6	1	2	8	24	-1
O=[N+]([O-])c1ccc(N/N=C\c2ccccc2OCc2ccccc2)cc1	8	9	2.3	16	22	-15	-5	-9	0
COc1oc(-c2ccc(Cl)cc2)nc1C(F)(F)F	-3	6	34	0	2	11	-5	-1	0
Cc1ccc(Nc2nc(CSc3nnnn3-c3ccccc3)cs2)cc1	12	13	0.7	-16	10	-12	-4	4	-1
CSc1ccc(S(=O)(=O)NC2CC2)cc1	-2	0	0.6	-6	12	-17	2	0	2
Cc1nnc(SCC(=O)Nc2ccc(S(N)(=O)=O)cc2)n(N)c1=O	-9	-5	-0.1	-9	3	-9	6	4	0
CC(C)(C)c1cc(NC(=O)COC(=O)c2ccc(O)cc2O)n(-c2ccccc2)n1	-7	33	-0.5	24	4	-7	8	3	-4
CCC(C)[C@H](NC(=O)Nc1ccccc1F)C(=O)OC (stereo partly specified)	-4	2	1.0	20	-5	7	2	-4	-1
Cn1c(CO)nc2cc(N)ccc21	-1	14	-0.1	-2	10	0	-3	-12	0
CCSc1nnc2ccc(-c3cccs3)nn12	-3	20	-0.1	-5	3	14	-8	-20	1
Cc1ccc(SCC(=O)OCC(=O)N2CCN(C(=O)c3ccco3)CC2)c(C)c1	0	-15	0.1	-3	4	-16	4	0	-1
COc1cccc(C2CC(c3cccc(NS(C)(=O)=O)c3)=NN2C(=O)c2ccccc2)c1OC (stereo unspecified)	-7	18	1.0	6	2	10	7	5	0
CO/C=C\C=C/c1nnn(-c2ccc(Cl)cc2)n1	8	-9	4.2	5	24	-18	-67	6	-3
CC(C)O/N=C1\C(=O)N(c2ccccc2)c2ccccc21	14	9	-0.1	7	28	9	6	5	-1
COc1ccc(-c2cc(C(=O)OCC(=O)NC(C)(C)C)c3ccccc3n2)cc1	0	-30	2.1	-12	nt	-8	nt	0	-2
C=CCN=C1S/C(=C/c2cccc([N+](=O)[O-])c2)C(=O)N1CC=C	3	26	8.9	-3	25	10	-30	25	33*
COc1ccc(CN2CCCC(CO)(Cc3ccc(F)cc3F)C2)cc1 (stereo unspecified)	-5	10	-1.6	6	10	-9	29	8	-2
Cc1nnc(SCc2cc(=O)[nH]c(N3CCN(C)CC3)n2)s1	3	-38	2.7	-17	10	-60	8	-3	-2

Individual results from the results shown:
`CCc1ccc(OCc2n[nH]c(=S)n2Cc2ccccc2)cc1` in CCR6 antag reads 5
`COc1cccc(-c2cc(C(=O)N3CCN(S(=O)(=O)c4ccc(Br)cc4)CC3)[nH]n2)c1` in Mdm2-MdmX inh reads 13

Next section:
SMILES	CXCR6 block	Mdm2-MdmX inh	CHOP UPR activ	Jurkat NFkB inh	CCR6 antag	697 NFkB inh	Gli-Sufu antag	EBI2 block	UPR XBP1 act
Cc1cc(C)cc(Oc2coc3cc(O)ccc3c2=O)c1	11	19	-0.7	-1	-4	6	1	-3	-5
Cc1ccc2c(c1)CCCN2C(=O)CSc1ccccc1	8	-5	1.7	-4	19	2	-3	11	2
CCOc1ccccc1NC(=O)Cn1c(=O)oc2ccccc21	0	-12	-0.1	0	5	1	-1	-4	5
Cc1ccc(OCC(=O)Nc2ccccc2N2CCCC2)c(C)c1	0	12	-1.6	-12	17	-4	-5	-1	-4
CCCC(=NC(C)CC)C1=C(O)CC(c2ccccc2)CC1=O (stereo unspecified)	-4	-3	2.0	-6	4	-10	-12	19	-2
Cc1c(C)c(C)c(CO/N=C/c2cccs2)c(C)c1C	4	18	2.7	19	12	-7	14	-6	-2
FC(F)Oc1ccc(NC(=S)NN2CCOCC2)cc1	4	10	-0.8	-1	16	-3	-18	0	0
Cc1cccc([C@@H](NC(=O)OC(C)(C)C)C(=O)OC(C)(C)C)c1	2	17	0.9	12	5	13	-3	1	-2
COc1cc2c(cc1OC)-c1nc3ccccc3c(=O)n1C(C)(C)C2	8	35	0.7	1	-1	28	-5	8	5
CCCCNC(=O)C1C2C=CC3(CN(Cc4ccccc4Cl)C(=O)C13)O2 (stereo unspecified)	-4	-4	0.5	3	2	7	3	-8	-1
COc1cc2c(cc1NC(=O)CN1CCN(S(=O)(=O)c3ccc(C)cc3)CC1)oc1ccccc12	2	4	0.4	-4	-1	7	34	-5	-1
Cc1ccc(-c2csc(N3CCC[C@@H]3C(=O)NCCn3c(C(F)(F)F)nc4ccccc43)n2)cc1	13	25	1.8	4	12	23	10	17	-2
COc1ccc(C2CCN(Cc3cccnc3)CC2O)cc1 (stereo unspecified)	-1	5	-0.9	-1	-2	-2	-1	-3	-2
Cc1csc(NC(=O)c2cc(C)oc2C)n1	2	-3	5.1	-14	-16	-8	-4	-12	3
Cc1ccc(Cc2nc(-c3cccc(C)c3)no2)cc1	1	-54	7.1	-77	25	-127	5	9	0
CCN(CC1CCCN(CCc2cccc(OC)c2)C1)C(=O)c1ccoc1 (stereo unspecified)	7	29	-0.9	2	12	3	23	1	-4
CCn1c(=NC(=O)CN2C(=O)CCC2=O)sc2c(C)cc(C)cc21	-8	nt	nt	nt	3	nt	4	4	nt
Cc1ccc(-c2cnc3cc(C)nn3c2)cc1	-7	-79	-2.4	-143	9	-155	-86	1	-5
Cc1cc(=O)[nH]c(SCC(=O)NC2CCCc3ccccc32)n1 (stereo unspecified)	-4	8	-0.3	-2	-3	11	3	-7	-2
COc1ccc(CCN(C)C2CCCN(S(=O)(=O)c3ccc(C)cc3)C2)cc1OC (stereo unspecified)	-2	16	-1.3	0	18	-8	30	-3	-7
Cc1c(-n2c(CN3C(=O)c4ccccc4C3=O)nc3ccccc3c2=O)c(=O)n(-c2ccccc2)n1C	6	28	0.0	10	5	-9	-1	1	4
Oc1ccc(C[C@@H]2CNC(=S)N2CCc2cc(C(F)(F)F)cc(C(F)(F)F)c2)cc1	-14	8	-0.1	13	18	-23	3	17	-1

From PubChem
